# Bioassay records (PubChem BioAssay)
# Pf growth 96h = Primary qHTS for delayed death inhibitors of the malarial parasite plastid, 96 hour incubation; Potency, µM (titrated, usually from 28.7 µM), without a hit: at the top dose activity change, negative = inhibition, hits mostly inhibitors; AID 504834, 2011; P. falciparum luciferase reporter growth, 96 h; 320,000 compounds, 6.9% hits; note: potency is the fitted concentration of half-maximal effect; % is set by controls: 0 for no effect and ±100 for the full control effect
#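 Erythrocytes infected with luciferase-expressing P. falciparum were dispensed at 2% hematocrit and 0.05% parasitemia (final), then incubated with compounds 96 hours at 37 C in 5% CO2. Luminescence after detection reagent addition reported growth.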
# LmPK inh = qHTS Assay for Inhibitors of Leishmania Mexicana Pyruvate Kinase (LmPK). purified LmPK, Kinase-Glo ATP luminescence, 1 h. 290,000 compounds, 0.37% hits. Potency, µM (series often up to 57.5 µM), for inactives: at the highest dose activity change, negative = inhibition, most hits filed as inhibitors. Q27686. AID 1721, 2009; note: potency is the fitted concentration of half-maximal effect; % is set by controls: 0 for no effect and ±100 for the full control effect
# Target sequence (Q27686 whole entry, looked up): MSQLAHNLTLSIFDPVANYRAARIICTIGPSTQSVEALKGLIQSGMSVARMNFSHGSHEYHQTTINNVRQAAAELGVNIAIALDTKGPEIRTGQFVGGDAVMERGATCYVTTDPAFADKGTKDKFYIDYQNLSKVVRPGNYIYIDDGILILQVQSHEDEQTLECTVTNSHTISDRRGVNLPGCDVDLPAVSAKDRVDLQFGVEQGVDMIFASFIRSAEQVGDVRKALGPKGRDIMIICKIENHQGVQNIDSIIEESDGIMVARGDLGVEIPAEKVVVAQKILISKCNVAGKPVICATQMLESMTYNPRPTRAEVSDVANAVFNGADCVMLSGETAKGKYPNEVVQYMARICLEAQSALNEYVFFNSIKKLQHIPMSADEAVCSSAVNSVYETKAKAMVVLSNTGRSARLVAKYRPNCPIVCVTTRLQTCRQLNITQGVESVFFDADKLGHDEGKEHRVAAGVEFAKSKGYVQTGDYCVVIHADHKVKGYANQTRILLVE
#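 Pyruvate kinase activity monitored as ATP production (luciferase luminescence). Conditions: 0.1 nM enzyme, 0.5 mM PEP, 0.1 mM ADP, 1 h, RT; normalized against uninhibited and no-enzyme wells.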
# AmpC no deterg = qHTS Inhibitors of AmpC Beta-Lactamase (assay without detergent); P00811; AmpC nitrocefin hydrolysis, absorbance 480 nm, 0.0001% Triton; Potency, µM (top dose mostly 57.1 µM), inactives show at the highest dose activity change, negative = inhibition, hits mostly inhibitors; 330,000 compounds, 0.52% hits;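 note: potency is the fitted concentration of half-maximal effect; plate controls were no compound for no effect and no enzyme for full effect; nearly all actives have a fitted effect of over 20% in size; some results filed as inactive show a strong effect at the top dose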
# Target sequence (P00811 whole entry, looked up): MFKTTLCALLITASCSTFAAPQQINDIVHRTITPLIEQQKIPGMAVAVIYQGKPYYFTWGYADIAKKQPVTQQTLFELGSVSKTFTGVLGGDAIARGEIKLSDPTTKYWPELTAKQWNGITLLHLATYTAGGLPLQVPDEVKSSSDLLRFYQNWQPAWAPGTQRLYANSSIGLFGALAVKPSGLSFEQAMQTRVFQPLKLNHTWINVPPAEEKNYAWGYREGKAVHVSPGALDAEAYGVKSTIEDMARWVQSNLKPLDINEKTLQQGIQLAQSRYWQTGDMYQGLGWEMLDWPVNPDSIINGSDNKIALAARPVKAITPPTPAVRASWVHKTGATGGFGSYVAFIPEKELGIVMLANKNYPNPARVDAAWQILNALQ
#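 AmpC (5.3 nM in the dispensed reagent) in 20 mM phosphate pH 7.0 with 0.01% (detergent screen) or 0.0001% Triton X-100 was preincubated with compounds for 15 min at room temperature. Nitrocefin was then added from an 800 uM solution, and hydrolysis was followed at 480 nm.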
# Pf growth 48h = Primary qHTS for delayed death inhibitors of the malarial parasite plastid, 48 hour incubation. P. falciparum luciferase growth in erythrocytes, 48 h. Potency, µM (highest dose often 28.7 µM), for the others: at the top dose activity change, negative = inhibition, hits mostly inhibitors. 310,000 compounds, 5.9% hits; note: potency is the fitted concentration of half-maximal effect; % is set by controls: 0 for no effect and ±100 for the full control effect
#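 Luciferase-expressing parasites in RBCs, 2% Hct / 0.1% parasitemia final; RPMI 1640 + 0.5% Albumax; 37 C, 5% CO2, one generation; luminescence read-out, lower signal = inhibition.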
# TbPYK inhibitor = qHTS of Trypanosoma Brucei Inhibitors; pyruvate kinase (Trypanosoma brucei), Q57TT1; Potency, µM (series often up to 76.8 µM), inactives show at the highest dose activity, negative = inhibition, usual class: inhibitors; TbPYK enzyme, Kinase-Glo Plus ATP luminescence, 45 min; 410,000 compounds, 0.12% hits; AID 624173, 2012; note: potency is the fitted concentration of half-maximal effect; % is set by controls: 0 for no effect and ±100 for the full control effect; nearly all actives have a fitted effect of over 50% in size
#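 Luminescence from Kinase-Glo Plus, added after a 45-minute room-temperature reaction, served as the end-point read-out. The enzyme and substrate were preincubated with compound before ADP (130 uM final) initiated turnover. Concentration-effect curves came from normalized qHTS data.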
# Cycloheximide cs = Cycloheximide Counterscreen for Small Molecule Inhibitors of Shiga Toxin. cell reporter, cycloheximide protein synthesis inhibition counterscreen. max response, %. 300,000 compounds, 12% hits; in the data active = max response mostly above about 13%, no sharp cut-off; inactive = mostly below about 14%; note: read at 38.3 µM for the half of the compounds with a filed dose; 0% is about no effect
# Shiga inhibitor = A qHTS for Small Molecule Inhibitors of Shiga Toxin; 290,000 compounds, 9.2% hits; inhibition, % at 38.7 µM; Vero cells, Shiga toxin protein synthesis inhibition reporter; in the data active = inhibition mostly above about 28%, no sharp cut-off; inactive = mostly below about 43%; note: 0% is about no effect
# * = called active by the depositor; i = inactive; ? = inconclusive; . = no result given; [ ] = another dose, or the depositor's remark. Unless noted, calls come from the whole dose curve; as a rule, active = well fitted curve in the direction sought with a large enough effect; inconclusive = small, poorly fitted or top-dose-only effect, or another doubt; inactive = no such curve, though single readings can be large; an effect the other way counts as inactive or inconclusive.
cpd	canonical_smiles	Pf growth 96h	LmPK inh	AmpC no deterg	Pf growth 48h	TbPYK inhibitor	Cycloheximide cs	Shiga inhibitor
1	COc1ccc(C(C)=O)cc1CSc1nnc(-c2ccncc2)o1	4.1µM*	2%	21%	?	-9%	-2	-7
2	COc1cccc(OCC(=O)N2CCN(C)CC2)c1	-12%	4%	-10%	41%[activator]	1%	35*	53*
3	CCCNc1c(N)c(=O)c1=O	-1%	4%	-16%	20%	3%	8	-23
4	COC(=O)C1ON2OC(C(=O)OC)C(C(=O)OC)C2C1CC(C)=O (stereo not drawn)	-1%	-2%	0%	30%[activator]	-7%	-3	19
5	O=C(CCc1nnc(CCCCc2ccccc2)o1)N1CCCC(O)C1 (stereo not drawn)	22%	0%	1%	2%	-17%	13*	38
6	CC1(C)CC(=O)C=C(c2ccc(Oc3ccccc3)cc2)C1	?	.	-25%	17%	-5%	.	.
7	O=c1[nH]cnc(O)c1C(c1cccc([N+](=O)[O-])c1)c1c(O)nc[nH]c1=O	51%[activator]	-5%	-7%	45%[activator]	4%	0	-11
8	Cc1ccc(NS(=O)(=O)c2cc([N+](=O)[O-])ccc2NNC(=S)Nc2cccc(Cl)c2)c(C)c1	?	-16%	?	0%	-20%	0	-9
9	Cc1ccc(OCc2cc(C(=O)N3CCC(C(O)C(C)C)CC3)no2)cc1C (stereo not drawn)	?	1%	140%[activator]	-7%	-4%	24*	52*
10	CCOc1ccc2nc(SCC(=O)N(C)C3CCS(=O)(=O)C3)[nH]c2c1 (stereo not drawn)	32%[activator]	0%	-2%	0%	-22%	-4	-24
11	O=C(NCc1ccco1)/C(=C\c1ccccc1)NC(=O)c1ccccc1	-9%	1%	-10%	11%	-8%	2	-11
12	COc1ccc2oc(=O)c(-c3nc4ccccc4o3)cc2c1	52%[activator]	-11%	-29%	35%[activator]	8%	25*	66*
13	COc1ccc(-n2nnc3c(SCc4ccccc4)ncnc32)cc1	-27%	1%	-12%	21%	-9%	2	1
14	Cc1no[n+]([O-])c1COc1ccc(/C=N/n2nnnc2N)cc1	12µM*	-3%	-27%	-29%	-3%	-4	25
15	COc1ccc(CN2CCN(C3CCC3)CC2CCO)cc1C (stereo not drawn)	0%	0%	-12%	2%	1%	-2	-11
16	CCC(NS(=O)(=O)c1ccc(OC)cc1)C(=O)O (stereo not drawn)	.	-3%	-11%	2%	1%	-3	-7
17	NC1=NC(c2ccc(Cl)cc2)n2c(nc3ccccc32)N1 (stereo not drawn)	?	3%	-27%	-24%	4%	-4	-1
18	CCOc1ccc(-c2c(C(=O)N/N=C(\C)c3ccncc3)nnn2-c2nonc2N)cc1	?	12%	32%	-30%	0%	-5	14
19	O=C(OCC(=O)N1CCCC1)c1cccc(Br)c1	-2%	3%	-1%	32%[activator]	-2%	20*	54*
20	O=C(CNS(=O)(=O)c1ccc(Cl)c(C(F)(F)F)c1)NC1CCCCCC1	12%	.	-5%	-13%	0%	.	.
21	Cc1cccc(NC(=O)Nc2cnccn2)c1C	?	4%	-11%	-3%	6%	6	-11
22	O=c1cc(O)c2sc(Nc3cccc(C(F)(F)F)c3)nc2[nH]1	0%	-2%	-34%	?	-7%	3	-1
23	O=C(O)c1cccc(CN2C(=O)S/C(=C/c3ccccc3[N+](=O)[O-])C2=O)c1	-19%	4%	-25%	2%	-5%	-1	-3
24	O=C1/C(=C/c2ccccc2O)SC(=S)N1Cc1cccnc1	10%	-3%	-25%	1%	-22%	9	-12
25	Cc1ccc(S(=O)(=O)NC(=O)Nc2ncc3c(n2)CC(c2ccco2)CC3=O)cc1 (stereo not drawn)	-23%	-3%	0%	11%	-13%	-9	-7
26	CCOC(=O)c1[nH]c(C)c(C(=O)OCCOc2cccc(C)c2)c1C	2.6µM*	-2%	-28%	7.4µM*	-9%	22*	10
27	Cc1ccc2c(c1)c1cccc3c1n2CCN3CCC(N)=O	?	0%	22%	78%[activator]	-24%	34*	190*
28	Cc1noc(C)c1COc1cccc(C(=O)N2CCc3ccccc32)c1	-18%	1%	15%	?	-6%	5	-7
29	C=CCn1c(O)c(/C=C2\C=Nc3ccccc32)c(=O)[nH]c1=O	4%	1%	0%	-2%	-15%	2	13
30	COc1ccc(CCNC(=S)NC2CCN(Cc3ccccc3)CC2)cc1OC	?	4%	27%	?	-5%	3	-17
31	Cc1c(NC(=O)CN2CCN(c3ccc(F)cc3)CC2)c(=O)n(-c2ccccc2)n1C	1%	-1%	-11%	7%	-1%	-3	-14
32	O=C(Cn1c(-c2ccccn2)nc2ccccc21)NCCN1CCOCC1	-1%	5%	3%	14%	3%	-3	-14
33	CC(C)(C)c1ccc(C(=O)Nc2ccc(CC(=O)O)cc2)o1	2.3µM*	-7%	-18%	.	-2%	-12	-19
34	CN(C)CC(C)(C)CNC(=O)CC1C(=O)NCCN1Cc1ccc(-c2ccccc2)cc1 (stereo not drawn)	10%	6%	132%[activator]	-7%	-3%	-5	5
35	COc1ccccc1CN1CC(C(=O)NCc2cc(C(C)C)no2)CCC1=O (stereo not drawn)	-22%	0%	-8%	6%	2%	10	17
36	Cc1cc(Oc2ccc(C#N)cc2)nc(NCc2ccccc2)n1	?	5%	-23%	?	-26%	1	-19
37	CCc1nc(C)c(-c2ccccc2)c(=O)[nH]1	24%	2%	-22%	2%	1%	11	10
38	COc1ccc(C(=O)NCCc2ccccn2)cc1S(=O)(=O)Nc1ccc(Br)cc1	?	.	-10%	?	2%	.	.
39	CNS(=O)(=O)c1cccc(C(=O)OCC(=O)Nc2sc3c(c2C#N)CCCCC3)c1	12%	1%	-18%	22%	-3%	26*	44*
40	O=S(=O)(Nc1ccc(-c2nc3ccccc3o2)cc1)c1ccccc1	0%	-2%	-19%	.	-13%	3	12
41	CC1(C)C2CCC1(CS(=O)(=O)NCc1ccc(C(F)(F)F)cc1)C(=O)C2 (stereo not drawn)	10%	0%	-10%	1%[0.00184 µM]	-1%	-4	-3
42	Cc1ccc(S(=O)(=O)CC(O)COc2ccc(C#N)cc2)cc1 (stereo not drawn)	10%	2%	-2%	-8%	-5%	-2	2
43	S=C(NCc1ccccc1)NCc1cccc(CNC(=S)NCc2ccccc2)c1	0%	6%	-41%	-11%	-2%	-2	-9
44	CN(C(=O)COC(=O)c1cccnc1Nc1cccc(C(F)(F)F)c1)C1CCS(=O)(=O)C1 (stereo not drawn)	-11%	4%	177%[activator]	10%	12%	-3	-6
45	CC#CC[N+](C)(C)CCCCCCCCCCCC	0.59µM*	-5%	89%[activator]	2.9µM*	-1%	-1	-12
46	CC(=O)Nc1n[nH]c(S(=O)(=O)Cc2ccc(Cl)cc2Cl)n1	-2%	-1%	-18%	1%	-3%	-3	-11
47	O=C(O)c1ccc(OS(=O)(=O)c2ccc(Cl)s2)c(Cl)c1	-16%	.	-25%	33%[activator]	0%	.	.
48	Cc1cc(C)cc(NC(=O)NC(C)C2CCCO2)c1 (stereo not drawn)	?	-7%	8%	15%	5%	9	8
49	CCc1nnc(NC(=O)CN2CCN(Cc3cccc(Cl)c3)CC2)s1	?	1%	50%	-5%	3%	-1	-7
50	O=C(NNC1CC(=O)N(c2ccc(Cl)cc2)C1=O)c1ccccn1 (stereo not drawn)	-2%	-2%[11.5 µM]	-22%	-4%	-4%	-8	-10
51	O=C(COc1ccc(Cl)cc1)NCc1nnc(SCC(=O)N2CCCc3ccccc32)o1	-29%	12%	29%	.	-2%	-5	-15
52	CC(C)CC(C(=O)N1CCc2ccccc2C1)N1C(=O)c2ccccc2C1=O (stereo not drawn)	?	3%	87%[activator]	.	-4%	2	-11
53	CCc1cccc(C)c1NC(=O)C1CCCN1C(=O)NCc1ccccc1 (stereo not drawn)	2%	3%	-10%	-15%	3%	-2	-5
54	Cc1cccc(N2CCN(c3nnnn3-c3ccccc3)CC2C)c1 (stereo not drawn)	5.9µM*	0%	22%	.	0%	-2	-5
55	CC1CCN(C(=O)COc2ccc(S(=O)(=O)N3CCCC3)cc2)CC1	14%	1%	-6%	-21%	-14%	2	1
56	CC(C)C(=O)Nc1sc2c(c1C(N)=O)CCN(Cc1ccccc1)C2	62%[activator]	2%	0%	29%	2%	-1	-2
57	COc1ccc(NC(=O)NNC(=O)c2cc3occc3n2C)c(OC)c1	11%	-3%	-25%	22%	-1%	-2	-4
58	CC(=O)Nc1ccc(S(=O)(=O)NC2CC(=O)N(c3ccc(C)cc3)C2)cc1 (stereo not drawn)	2%	.	-14%	8%	0%	.	.
59	CCCCNC(=O)C1Cc2cc(S(=O)(=O)N3CCCC3)ccc2N1C(C)=O (stereo not drawn)	?	-10%	-8%	13%	-1%	-9	-6
60	O=C(CCC(=O)N1CCOc2ccccc21)NC1CCN(Cc2ccccc2)CC1	31%[activator]	-2%	-17%	10%	-7%	-3	-5

# Some of the entries so far, in transposed form:
(49) CCc1nnc(NC(=O)CN2CCN(Cc3cccc(Cl)c3)CC2)s1
(50) O=C(NNC1CC(=O)N(c2ccc(Cl)cc2)C1=O)c1ccccn1 (stereo not drawn)
(51) O=C(COc1ccc(Cl)cc1)NCc1nnc(SCC(=O)N2CCCc3ccccc32)o1
(52) CC(C)CC(C(=O)N1CCc2ccccc2C1)N1C(=O)c2ccccc2C1=O (stereo not drawn)
(53) CCc1cccc(C)c1NC(=O)C1CCCN1C(=O)NCc1ccccc1 (stereo not drawn)
Compound	49	50	51	52	53
Pf growth 96h	?	-2%	-29%	?	2%
LmPK inh	1%	-2%[11.5 µM]	12%	3%	3%
AmpC no deterg	50%	-22%	29%	87%[activator]	-10%
Pf growth 48h	-5%	-4%	.	.	-15%
TbPYK inhibitor	3%	-4%	-2%	-4%	3%
Cycloheximide cs	-1	-8	-5	2	-2
Shiga inhibitor	-7	-10	-15	-11	-5

# Further records follow.
cpd	canonical_smiles	Pf growth 96h	LmPK inh	AmpC no deterg	Pf growth 48h	TbPYK inhibitor	Cycloheximide cs	Shiga inhibitor
61	Cc1ccc(-c2nnn(CCC(=O)NC3CCCC3)n2)cc1	?	2%	19%	-18%	-3%	17*	32
62	O=C(Nc1ccccc1C(=O)N/N=C/c1ccc(O)cc1)c1ccccc1	2%	14µM*	-37%	98%[activator]	-23%	29*	31
63	O=C(c1ccc2c3c(cccc13)CC2)C1CCCN(C(=O)c2cc[n+]([O-])cc2)C1 (stereo not drawn)	2.9µM*	-4%	114%[activator]	-6%	-6%	-3	-3
64	COc1ccc(C(=O)Oc2ccc(F)cc2C(=O)/C=C/c2ccc(OC)c(OC)c2)cc1	-1%	1%	45%	-27%	-26%	-2	-11
65	CCc1ccccc1NC(=O)N1C[C@H]2C[C@@H](C1)c1cccc(=O)n1C2	5%	-10%	5%	?	-1%	6	3
66	Cc1ccc(NC(=O)COc2ccc3c(c2)OCO3)c(Cl)c1	i	.	-21%	402%[activator]	-3%	.	.
67	NCc1cccnc1	-14%	.	.	4%	3%	.	.

# Hits appear at their usual frequency; 22% or so of the library scored in one or more.
